# Source: PubChem BioAssay (several laboratories)
# CF NFkB inh: blocks PAF-induced NF-kB reporter in cystic fibrosis cells; inhibition, % at 5 µM; 0.86% of 360,000 active; KKLEB NF-kB-GFP reporter, GFP fluorescence overnight;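 active = at least 50% inhibition at 5 µM, scaled per plate between neutral and stimulator controls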;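 also: PAF is a Pseudomonas aeruginosa culture filtrate used as stimulus; plate controls were PAF-stimulated DMSO wells for no effect and unstimulated DMSO wells for full effect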
# KKLEB cytotox: reduces viability of KKLEB cystic fibrosis airway cells | KKLEB CF airway cells viability, ATPlite luminescence, overnight; stronger effect = lower value; cells stimulated with P. aeruginosa culture filtrate | activity change (cytotoxicity), % at 5 µM | 0.36% of 360,000 active | AID 602141;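 active = corrected activity change at or below -50% at 5 µM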
# TWEAK-Fn14 inh: inhibitors of TWEAK-Fn14 interaction signaling; TWEAK-stimulated Fn14 reporter cells, luciferase luminescence, 8 h; inhibition, % at 10 µM; 2% of 360,000 active; AID 1159606; in the data active = inhibition above about 50%
# Shn3 inh set2: reduces Shn3 3'UTR luciferase signal in osteoblasts; Clone20 osteoblast Shn3 3'UTR firefly luciferase, 24 h; 0.52% of 360,000 active; inhibition, % at 12.5 µM;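 active = mean inhibition of at least 75% with every replicate also reaching 75%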;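 also: 0% = median of neutral control wells and 100% = pilot-screen positive control compound; some compounds past the cut are filed as inactive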
# NR2F2 inh: NR2F2 (human) inhibition, primary screen; inhibition, % at 8.6 µM; 0.7% of 370,000 active; HEK293T NGFI-A luciferase reporter, luminescence; P24468; AID 686940;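 active = inhibition above a per-plate cutoff, mean inhibition of test wells between control levels plus 3 SD, cut at about 38% in these data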;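 also: cells cotransfected with COUP-TFII expression vector driving the NGFI-A reporter; 0% = median of COUP-TF2 test wells and 100% = reporter-only cells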
# Target sequence (P24468 whole entry, looked up): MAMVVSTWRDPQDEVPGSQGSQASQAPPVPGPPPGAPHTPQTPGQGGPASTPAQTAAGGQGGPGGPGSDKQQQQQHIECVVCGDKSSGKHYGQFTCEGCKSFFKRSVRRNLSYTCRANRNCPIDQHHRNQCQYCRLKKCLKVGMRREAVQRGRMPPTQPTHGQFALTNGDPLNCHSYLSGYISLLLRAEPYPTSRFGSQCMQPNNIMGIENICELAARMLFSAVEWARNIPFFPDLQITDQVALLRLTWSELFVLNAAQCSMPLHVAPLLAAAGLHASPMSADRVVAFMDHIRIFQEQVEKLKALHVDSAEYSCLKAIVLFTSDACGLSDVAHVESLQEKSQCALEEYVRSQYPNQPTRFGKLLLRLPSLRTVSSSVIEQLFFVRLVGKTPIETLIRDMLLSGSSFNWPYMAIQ
# LRH-1 inv ag: NR5A2 inverse agonism in reporter assay | HEK293T StAR-luciferase reporter, LRH-1 transfected, 24 h | AID 602396 | O00482 | 0.13% of 360,000 active | inhibition, % at 3.6 µM;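 active = inhibition above the mean inhibition of all tested compounds plus 3 SD, cut at about 73% in these data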;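 also: 0% = DMSO wells and 100% = reporter-only cells lacking LRH-1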
# Target sequence (O00482 whole entry, looked up): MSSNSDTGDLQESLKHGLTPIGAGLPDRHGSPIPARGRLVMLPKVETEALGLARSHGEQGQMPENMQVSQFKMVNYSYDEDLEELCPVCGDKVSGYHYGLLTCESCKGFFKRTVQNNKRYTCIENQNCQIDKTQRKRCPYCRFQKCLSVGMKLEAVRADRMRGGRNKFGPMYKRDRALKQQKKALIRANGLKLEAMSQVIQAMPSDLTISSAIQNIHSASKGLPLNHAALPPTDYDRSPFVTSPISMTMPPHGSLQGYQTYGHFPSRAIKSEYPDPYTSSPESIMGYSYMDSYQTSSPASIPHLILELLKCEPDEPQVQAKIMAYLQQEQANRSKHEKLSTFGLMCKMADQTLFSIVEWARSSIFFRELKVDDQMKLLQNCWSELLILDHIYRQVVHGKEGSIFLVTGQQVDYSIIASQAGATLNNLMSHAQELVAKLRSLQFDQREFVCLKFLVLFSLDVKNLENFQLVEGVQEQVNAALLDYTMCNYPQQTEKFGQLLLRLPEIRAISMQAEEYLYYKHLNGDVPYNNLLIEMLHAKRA
# EBV LMP1 NFkB: Epstein-Barr LMP1 NF-kappaB reporter inhibition. AID 504558. 0.69% of 350,000 active. LMP1-induced NF-kappaB luciferase reporter cells, luminescence. inhibition, % at 12.5 µM; in the data active = inhibition above about 41%;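 also: 0% = neutral control wells and 100% = reference inhibitor control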
# TRAIL sens C8: caspase-8 TRAIL sensitization. NB7+C8 cells + TRAIL, ATPlite viability luminescence. inhibition (viability loss, TRAIL sensitization), % at 10 µM. 1% of 360,000 active;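 active = compounds causing at least 50% loss of cell viability in the single-dose screen, relative to plate controls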
# TROY NFkB inh: blocks TROY-dependent signaling in reporter cells. inhibition, % at 10 µM. 0.98% of 360,000 active. Q293 LMP1-TROYcd NF-kB luciferase reporter, 4 h. AID 1347056;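 active = compounds whose plate-normalised and pattern-corrected inhibition of the luciferase reporter signal at the single screening dose is 50% or more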
# SRC1 inh: human NCOA1 inhibition; HEK293 GAL4-SRC1 luciferase reporter, luminescence; 0.12% of 360,000 active; inhibition, % at 3.6 µM;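 active = inhibition above the campaign mean plus 3 SD, with each screening campaign given its own cutoff, cut at about 60% in these data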;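 also: 0% = DMSO treated cells and 100% = gossypol at 36 µM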
# NCOA3 inh: inhibitors of human steroid receptor coactivator 3 (SRC3) | inhibition, % at 3.6 µM | Q9Y6Q9 | 0.17% of 360,000 active | HEK293 GAL4-SRC3 luciferase reporter, luminescence | AID 588352;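 active = inhibition above a per-campaign cutoff, the mean of all compounds plus 3 SD, cut at about 60% in these data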;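 also: 0% = DMSO-treated cells and 100% = gossypol-treated cells at 36 µM; higher means less SRC3-driven luciferase light from the GAL4 reporter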
# Active calls of the source: *; / = no result given; & = joins results of further samples. Not all compounds are listed; count on the stated rates, not on these rows.
# Value order: KKLEB cytotox	LRH-1 inv ag	NCOA3 inh	TWEAK-Fn14 inh	Shn3 inh set2	EBV LMP1 NFkB	TRAIL sens C8	NR2F2 inh	CF NFkB inh	TROY NFkB inh	SRC1 inh
Cc1ccc(NC(=O)c2ccc(Cl)c(S(=O)(=O)NCC3CCCO3)c2)c(O)c1 (stereo unspecified)
→ -3	11	-3	22	15	0	-9	8	21	-11	-7
CCCSc1nc2c(cnn2-c2ccc(Cl)cc2)c(=O)[nH]1
→ -4	-1	0	-9	19	2	-5	14	-2	-2	-9
O=C(COc1ccc(Br)cc1CO)Nc1ccc(F)cc1
→ -1	-7	-33	-6	-18	2	-8	-16	-12	-21	-13
O=C(COC(=O)/C=C/c1ccc(OC(F)F)cc1)NC1CCCCC1
→ 1	-11	-20	0	-12	-22	-8	-1	-4	-12	-4
COc1ccc(NC(=O)CCc2ccc(OC)c(OC)c2)cn1
→ -4	-12	2	12	2	-3	-6	-3	11	-13	4
CN(CC(=O)Nc1ccccc1Cl)C(=O)c1ccc(Cl)c(S(=O)(=O)N2CCCCCC2)c1
→ 11	14	-8	5	28	0	-15	2	6	14	-10
O=C1CC(c2ccco2)c2ccc3ccccc3c2N1 (stereo unspecified)
→ -3	4	5	-17	5	8	3	11	-14	-32	-21
Cc1cc2c(ncn2C(C)C)c(N)c1C
→ 1	11	2	-5	17	10	-10	16	1	20	3
CCCS(=O)(=O)N1CCN=C1SCc1cccc2ccccc12
→ 12	-8	14	0	4	7	-1	-4	-14	2	8
Cc1cc(NC(=O)CCN2C(=O)/C(=C/c3ccccc3Cl)SC2=S)no1
→ -15	11	17	-28	-7	0	3	-19	14	2	-41
Cc1ccc2c(C)nc(/N=C(\N)NC(=O)N3c4ccccc4Sc4ccccc43)nc2c1
→ 7&-26	8&-4	-1&11	-10&0	22&27	17&6	-3&5	0&-6	-30&-27	-8&-7	10&0
Clc1ccc(OCc2nc(-c3ccc(Br)o3)no2)cc1
→ -12	-2	-7	-20	-3	-16	2	13	20	-45	14
CN(C)CCN(Cc1cc2cc3c(cc2nc1Cl)OCO3)C(=O)c1ccco1
→ -7	14	-1	36	1	2	-2	-3	1	4	-4
CN(C)c1ccc(/C=N\Nc2ccccn2)cc1
→ -15	-158	-107	13	-59	-36	32	-58	-8	-22	-235
COc1cccc(C2CC(=O)NC(SC)=C2C#N)c1 (stereo unspecified)
→ -14	12	-17	-27	-2	-5	-8	2	-12	20	3
Cc1ccc(-c2csc(NC(=O)c3cccc([N+](=O)[O-])c3C(=O)O)n2)cc1
→ 10	-14	-4	10	-28	-3	15	-16	3	-2	-28
COc1ccc(OCC(=O)OCC(=O)NCc2ccc(F)cc2)cc1
→ 7	5	14	0	-3	-3	-9	16	-5	7	1
COc1ccc(C2C(C#N)=C(N)N(c3sc4c(c3C#N)CCCC4)C3=C2C(=O)CC(C)(C)C3)cc1 (stereo unspecified)
→ 4	0	7	-12	8	13	4	/	16	-1	-11
COc1ccc(CNC(=O)c2ccc(CS(=O)(=O)c3ccccc3C)o2)cc1
→ 1	3	-8	15	7	-2	-25	10	14	-11	10
CCOC(=O)c1c(NC(=O)Cn2nc(C(=O)O)c3ccccc3c2=O)sc(C)c1C
→ -5	-1	7	-13	19	-3	-6	-5	21	-7	-13
COc1cc(C2C(C(C)=O)=C(O)C(=O)N2c2ccc(Br)cn2)ccc1O (stereo unspecified)
→ -10	22	0	0	-18	1	3	8	1	-10	-9
O=c1[nH]cnc2cc(-c3ccccc3)sc12
→ -11	-83	-84	6	-68	-11	20	-20	19	-73	-78
COc1cnc(SC)nc1Nc1ccc(C#N)cc1
→ 4	23	-7	0	-9	-8	-8	3	-24	-9	5
CCCc1nc2oc3c(NCCCN(C)C)ncnc3c2c2c1CCCC2
→ -18	5	16	-49	-72	-35	33	-14	11	-31	0
CCN(CC)S(=O)(=O)c1cccc(NC(=S)NC(=O)/C=C/c2ccc(S(=O)(=O)N3CCOCC3)cc2)c1
→ 2	12	22	35	21	-1	18	-1	2	16	9
COc1cc([N+](=O)[O-])ccc1NC(=O)COC(=O)c1n[nH]c2ccccc12
→ -4	11	9	25	13	-14	1	22	-4	18	-5
CCOc1ccc(C(CC(=O)O)NC(=O)c2cccs2)cc1OC (stereo unspecified)
→ -11	-21	11	-6	54	5	12	1	-3	0	-67
CCOc1ccc(OCC)c(NC(=O)CN2CCN(C(=O)c3ccco3)CC2)c1
→ 2	-8	16	-18	10	-1	-1	14	-1	-5	4
Cc1ccc(S(=O)(=O)N2CC3CCCC2C3)cc1 (stereo unspecified)
→ 3	11	18	8	4	2	17	21	5	1	2
COC(=O)C1C2C=CC3(CN(CCc4ccccc4)C(=O)C13)O2 (stereo unspecified)
→ -3	-6	4	12	-37	-4	5	-36	3	-1	0
Cn1c(CNC(=O)C(Cc2ccccc2)NC(=O)c2cccc(F)c2)cc(=O)n(C)c1=O (stereo unspecified)
→ -4	8	16	-3	-14	3	-12	12	-8	2	-9
Cc1c(C(=O)Nc2c(N)nc(SCC(=O)NCC3CCCO3)[nH]c2=O)cccc1[N+](=O)[O-] (stereo unspecified)
→ -4	-19	10	3	3	-2	-10	3	-6	-4	-32
CSc1ncccc1C(=O)NCCc1ccc(S(N)(=O)=O)cc1
→ 13	-6	-7	15	-3	-3	-22	-5	-15	-3	-5
CCCNC(=O)OCCC12CC3CC(CC(C3)C1)C2
→ -12	-26	-18	-19	-30	8	5	-15	16	-44	-27
CC1CN(C(=O)c2ccccc2OCc2ccc(Cl)cc2Cl)CC(C)O1 (stereo unspecified)
→ -34	3	9	-3	1	7	10	17	6	1	-15
Cc1nnc(NC(=O)c2nc(S(=O)(=O)Cc3ccccc3)ncc2Cl)s1
→ -31	-9	-14	91*	92*	25	83*	-3	83*	-2	-49
COc1ccc(OC)c(S(=O)(=O)NCCC2=CCCCC2)c1
→ 8	-3	13	4	21	-31	-11	-7	-6	-3	-15
CC(C)(Oc1ccc(Cl)cc1)C(=O)OCC(=O)N1CCN(c2ccccc2)CC1
→ 0	9	13	11	-16	-8	-14	2	2	5	-27
O=C(CCCSc1nc(-c2ccco2)cc(C(F)(F)F)n1)Nc1ccc2c(c1)OCO2
→ -8	-18	-2	14	-2	9	-14	-4	7	-1	-30
Cn1c(SCC(=O)NCCc2ccccc2)nnc1-c1ccncc1
→ 12	6	-12	-19	-12	-2	-14	2	-7	-27	-1
O=C(CSc1nnc(-c2ccco2)n1-c1ccccc1)NCc1ccc2c(c1)OCO2
→ -9	17	14	-6	-8	4	-12	17	21	-6	-7
CCOc1cc(/C=N/NC(=O)Nc2ccccc2)ccc1O
→ -15	-80	-71	-39	-82	-23	8	-63	6	-41	-77
CCO[C@H]1OC(C(=O)N2CCN(Cc3ccc4c(c3)OCO4)CC2)=C[C@@H](c2ccc(C(F)(F)F)cc2)[C@@H]1CCCO
→ -17	20	-15	-3	1	4	6	-1	16	19	-15
Nc1cccc(-c2cncc(N3CCN(Cc4ccccn4)CC3)n2)c1
→ -3	22	-1	-5	-24	/	-4	-15	7	10	-2
C=CCn1c(-c2cccn(Cc3cccc(Cl)c3)c2=O)n[nH]c1=S
→ 14	-9	-5	-1	9	-2	15	-5	-9	-3	-22
CC(=O)C[C@H](O)CC(=O)[C@H]1OC(=O)CCCCCc2ccccc21
→ 10	12	14	-9	4	-7	-10	10	0	-13	13
COc1ccc(-c2cn3cccnc3n2)cc1
→ 5	-60	-28	-6	-39	-15	23	-22	3	-54	-72
Nc1[nH]c(C(=O)c2ccccc2)c(-c2ccccc2Br)c1C(=O)NCCc1c[nH]c2ccccc12
→ /	5	/	27	/	/	2	0	/	7	/
Cc1ccc(NC(=S)Nc2ccc(Cl)c(Cl)c2)c(OC(F)F)c1
→ 7	-8	18	9	5	4	5	8	2	10	-9
CC(C)(C)n1ncc2c(=O)n(CC(=O)N3CCCCCC3)cnc21
→ -5	-6	-9	-16	-14	-3	4	-14	-13	-13	0
O=C(COc1ccccc1)Nc1ccc(S(=O)(=O)N2CCCCCC2)cc1
→ -7	-10	1	-4	2	-1	-6	0	-1	0	-22
O=C(COC(=O)CC1CCCC1)Nc1ccc(OC(F)F)cc1
→ 11	10	-8	-1	-9	-3	-4	-35	-14	-41	-11
O=C(O)Cn1ccc2cc(S(=O)(=O)N3CCCCC3)ccc21
→ 1	-5	-24	14	2	7	4	-12	-11	-6	-5
O=C(COC(=O)Cc1c(Cl)cccc1Cl)NCC1CCCO1 (stereo unspecified)
→ -6	1	-7	-13	5	3	-17	-13	20	-23	3
O=C(CSC1=Nc2ccccc2C2=NC(CC(=O)NCc3ccco3)C(=O)N12)NCc1ccco1 (stereo unspecified)
→ 11	-11	8	15	2	-3	-15	-1	-4	0	-20
Clc1ccc2c(c1)c1cc(Cl)ccc1n2CN1CCOCC1
→ 1	4	-9	14	-25	-1	-11	-18	-34	-35	5
CCc1sc2nc(SCC(=O)Nc3cc(C)on3)n(-c3cccc(OC)c3)c(=O)c2c1C
→ -22	6	-2	-32	34	4	28	-10	35	15	3
C/C(=N\NC(=O)C(c1ccccc1)c1ccccc1)c1ccccn1
→ -9	2	28	57*	88*	8	41	12	15	-24	16
CC(C)(C)NC(=O)COC(=O)c1cc(Br)ccc1Cl
→ 2	-13	-3	-11	0	1	-13	9	1	-25	-7
COCCn1nnnc1C(c1ccccc1OC)N1CCN(c2ccccc2)CC1 (stereo unspecified)
→ -2	4	19	-22	4	5	-8	6	1	-17	8

# (continued)
# Value order: KKLEB cytotox	LRH-1 inv ag	NCOA3 inh	TWEAK-Fn14 inh	Shn3 inh set2	EBV LMP1 NFkB	TRAIL sens C8	NR2F2 inh	CF NFkB inh	TROY NFkB inh	SRC1 inh
COc1ccc(N/N=C(/N=Nc2nc(C)cc(=O)[nH]2)c2ccccc2)cc1
→ 5	26	39	-37	77	1	53*	-20	-9	-30	11
CCC(c1nnnn1-c1c(C)cccc1C)N1CCN(c2cccc(C(F)(F)F)n2)CC1 (stereo unspecified)
→ /	19	/	-12	/	/	23	-10	/	-8	/
NC(Cc1ccc(Cl)cc1)c1csc(Nc2cc(NCCCO)ncn2)n1 (stereo unspecified)
→ -10	5	-18	-3	32	/	16	0	28	14	-32
C=CCNC(=O)c1ccccc1NC(=O)c1ccccc1
→ 1	20	-1	5	-3	1	-33	12	-1	3	1
Cc1ccc(OCC(=O)c2cc(C)c(C)cc2C)c([N+](=O)[O-])n1
→ -8	0	-1	-10	8	-4	-21	11	2	20	-49
CCN(CC)CCNC(=O)c1ccc(NC(=O)COc2ccccc2F)cc1
→ -3	-1	9	8	13	-6	-8	-4	1	-4	1
CCCn1c(N)c(Br)c(=O)[nH]c1=O
→ 6	-5	9	-2	16	-4	-3	14	3	10	10
O=S(=O)(c1ccc(NC(=S)N/N=C/c2ccc(N3CCOCC3)cc2)cc1)N1CCOCC1
→ -8	7	0	1	34	5	10	-2	10	-9	-20
COc1cc(N)ccc1C(=O)O
→ 7	-14	10	-1	6	-11	3	-15	-2	-21	-10
